# Source: PubChem BioAssay
# TCR act: activates T cell receptor signaling | 330,000 tested, under 10 active | Potency, µM (doses to about 9.22 µM), for the others: top-dose activation of IL-2 secretion, most hits filed as activators | primary human leukocytes, anti-CD3, IL-2 HTRF, 48 h; note: % of control where 0% means no effect
#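 IL-2 release read by HTRF sandwich (Eu cryptate donor, d2 acceptor, 665 nm emission) after 48 hr exposure of primary human leukocytes to compound together with anti-CD3 beads in the absence of co-stimulatory signals.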
# B2AR arrestin: agonists driving beta-arrestin recruitment to human beta2-adrenergic receptor | P07550 | beta-arrestin recruitment to beta2AR, cell-based reporter | Potency, µM (highest dose often 46.1 µM), for the others: top-dose activation, actives largely listed as activators | 0.02% of 330,000 active | AID 492947;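 note: potency is the fitted concentration of half-maximal effect; 0% = DMSO controls and full agonism = EC100 isoproterenol or metaproterenol; nearly all actives have a fitted effect of over 65% in size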
# PTAP TSG101 blk: blocks PTAP/TSG101 interaction to inhibit HIV-1 budding. Q99816. Fluorescence polarization, FITC-PTAP peptide / Tsg101 binding. Potency, µM (series often up to 115 µM), inactives show at the highest dose activity change, negative = inhibition, usual class: inhibitors. 340,000 tested, under 10 active. AID 493005; active = well fitted inhibition curve with a large enough effect in the main read-out, with a control signal flat, not every such curve was filed as active; inconclusive = small, poorly fitted or top-dose-only effect, or effect the other way, or a change in a side signal; inactive = no such curve, though single readings can be large or run the other way; note: potency is the fitted concentration of half-maximal effect; % of control where 0% means no effect
#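 Tsg101 binding domain (10 uM final) was mixed with compound and a FITC-labeled PTAP peptide (50 nM final) in HEPES pH 7.5 buffer with NaCl, Tween 20, EDTA and TCEP; fluorescence polarization was read after 20 min at r.t.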
# TRPV1 ag: agonists of human vanilloid receptor 1 (TRPV1). AID 540275. TRPV1-expressing cells, Fluo-8 calcium influx, agonist mode. 0.19% of 320,000 active. activation, % at 8.33 µM. Q8NER1; in the data active = activation above about 80%; inconclusive = between about 30% and that limit; note: 0% is about no effect
#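 Fluo-8 calcium influx in TRPV1-expressing cells, kinetic read (ex 480/em 520 nm). Compound added and read 3 min for agonist activity, followed by capsaicin at EC20 final and 2 min further read for enhancement.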
# CXXC DNA block: blocks binding of human MLL CXXC domain to DNA. Q03164. Potency, µM (top dose mostly 115 µM), for inactives: at the highest dose activity change, negative = inhibition, usual class: inhibitors. 0.037% of 290,000 active. AID 2662. MLL-CXXC / FITC-HOXA9 DNA fluorescence polarization; active = well fitted inhibition curve with a large enough effect in the polarisation, with a control signal flat, not every such curve was filed as active; inconclusive = small, poorly fitted or top-dose-only effect, or effect the other way, or a change in a side signal; inactive = no such curve, though single readings can be large or run the other way; the % refers to the polarisation; note: potency is the fitted concentration of half-maximal effect
#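 Purified MLL-CXXC (added from a 7 uM solution) was preincubated 5 min at ambient with pinned compounds in 50 mM Tris-HCl pH 7.5, 50 mM NaCl, 1 mM DTT, 0.05% BSA. Fluorescein-labeled HOX-A9 DNA (50 nM solution) followed, 30 min, then polarization read.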
# AT treatment: candidate therapy for ataxia-telangiectasia. […] A-T fibroblasts, KAP-1 phosphorylation AlphaLISA; neocarzinostatin DNA damage 30 min before lysis. Potency, µM (titrated, usually from 57.5 µM), for the others: at the top dose activation, usual class: activators. 0.19% of 320,000 active. AID 485349; note: potency is the fitted concentration of half-maximal effect; % of control where 0% means no effect; nearly all actives have a fitted effect of over 45% in size
#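 hTERT-immortalized A-T patient fibroblasts ([…]), 500 cells/well in OPTI-MEM, 1% FBS, got compounds for 60 min, then NCS for 30 min at 37C. Lysates were then assayed for phospho-KAP-1 by AlphaLISA (anti-pKAP1 donor, anti-KAP1 acceptor beads), 6 hr at 25C.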
# BRCA1 expr act: activators of BRCA1 expression; MCF7-BRCA1-FFLuc reporter, luminescence, 48 h; response scale: scaled: vehicle 0%, 10 µM genistein 100%; 1.1% of 380,000 active; Potency, µM (titrated, usually from 46.1 µM), without a hit: top-dose activation, usual class: activators; note: potency is the fitted concentration of half-maximal effect; nearly all actives have a fitted effect of over 80% in size; some results filed as inactive show a strong effect at the top dose
#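 Compounds are tested at multiple concentrations on MCF7 BRCA1-luciferase reporter cells seeded at 2000 per well; after 48 h, a single luminescence end-point is taken and curves fitted to the normalized data.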
# p53 reactivation: mutant p53 re-activation in reporter cells | H1299 p53-A138V BP100-luciferase reporter, luminescence, 24 h | Potency, µM (series often up to 92.2 µM), for inactives: at the top dose activity change, positive = activation, actives largely listed as activators | 0.063% of 320,000 active | AID 504706; note: potency is the fitted concentration of half-maximal effect; % of control where 0% means no effect; nearly all actives have a fitted effect of over 45% in size
#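 p53-null H1299 cells stably carrying temperature-sensitive p53-A138V and a BP100-luciferase reporter were pinned with compounds (4-point, 1:5 series) and held 24 hrs at 37 deg C. Luminescence was read 10 min after detection reagent.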
# a7 integrin act: activators of alpha7 integrin expression for muscular dystrophy; alpha7betagal myoblasts, beta-gal FDG fluorescence, 48 h; Potency, µM (series often up to 38.3 µM), without a hit: at the highest dose activation, most hits filed as activators; 0.064% of 350,000 active;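 note: potency is the fitted concentration of half-maximal effect; 100% = response of the positive control SU9516; nearly all actives have a fitted effect of over 60% in size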
#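 Alpha7betagal+/- myoblasts (passage 13) were plated 16-24 hr, then exposed to compounds (1:260 dilution of DMSO stock) for 48 hours at 37C. After MPER lysis, β-galactosidase reporter activity was read as FDG fluorescence (ex 480/em 540) after 30 minutes.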
# ELG1 DNA repair: ELG1-dependent DNA repair inhibition | Potency, µM (highest dose often 46.1 µM), for inactives: at the top dose activity change, negative = inhibition, usual class: inhibitors | HEK293T ELG1-luciferase reporter, luminescence, 16 h; DNA damage induced by 5-fluorouridine | 2.3% of 330,000 active; note: potency is the fitted concentration of half-maximal effect; % is set by controls: 0 for no effect and ±100 for the full control effect; nearly all actives have a fitted effect of over 55% in size
#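 Quantitative HTS, concentration-response format. 2,000 cells/well co-treated with 5-fluorouridine and compound, 16 hr in 5% CO2 at 37 °C; ONE-Glo luminescence read after 30 min.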
# Numbers without * were called inactive; ? = inconclusive; · = not tested or not shown; & = joins results of further samples; [ ] = dose if it differs, or a comment. Unless noted, calls come from the whole dose curve; as a rule, active = well fitted curve in the direction sought with a large enough effect; inconclusive = small, poorly fitted or top-dose-only effect, or another doubt; inactive = no such curve, though single readings can be large; an effect the other way counts as inactive or inconclusive. Some of the compounds tested; the hit share may differ from the screen's.
SMILES,TCR act,B2AR arrestin,PTAP TSG101 blk,TRPV1 ag,CXXC DNA block,AT treatment,BRCA1 expr act,p53 reactivation,a7 integrin act,ELG1 DNA repair
COC(=O)C1=C(N)Oc2c(c(=O)oc3ccccc23)C1c1cccnc1 (stereo unspecified),2%,-0.1%,-1%,-6,0%,3%,0%,-11%,27%,8%
CCOC(=O)C1C(=O)NC2(C)CC1c1cc(OC)ccc1O2 (stereo unspecified),0%,0.3%,1%,-2,-1%,5%,-1%,-1%,17%,-4%
NS(=O)(=O)c1nc[nH]c1[N+](=O)[O-],-1%,·,-2%,·,·,·,·,·,5%,·
CCNc1ccc(P(=S)(N(C)C)N(C)C)cc1,6%,-0.1%,-6%,15,-1%,-14%,0%,-12%,9%,24%
CCC1(CC)C(=O)NC(=NCCc2c[nH]c3ccccc23)NC1=O,-1%,0.0%,-3%,-1,-2%,-3%,1%,-3%,14%,-7%
COc1ccc(-c2nn(CCC#N)cc2C(=O)O)cc1,-5%,0.3%,3%,-1,38%[activator],3%,-6%,4%,20%,5%
CCc1ccccc1NC(=O)CN1CCN(C(=O)COc2ccccc2C#N)CC1,·,-0.9%,-5%,2,·,9%,-11%,-9%,-33%[inhibitor],?
O=c1[nH]c(=S)n(Cc2ccc(F)cc2)c(O)c1C=NCCCn1ccnc1,-2%,0.0%,0%,0,-4%,0%,-14%,-3%,-20%,?
CCN(CC)c1ccc(C=C2C(=O)NC(=S)NC2=O)cc1,1%,-0.3%,-5%,3,-1%,4%,-80%[inhibitor],-13%,-23%,15%
C=CCN1C(=O)NC(=O)/C(=C\c2ccc(-c3ccccc3[N+](=O)[O-])o2)C1=O,1%,0.2%,-2%,-4,4%,-4%,-32%,-8%,-34%,?
CCOC(=O)c1c(C)[nH]c(C(=O)C(C)N2CCCC2)c1C (stereo unspecified),6%,-0.2%,-3%,-1,2%,-3%,-19%,2%,?,-16%
CC[C@H](C)[C@@H](C(=O)N1CCCC1c1nccs1)N(C)C(=O)[C@H](CC(C)C)N(C)C(=O)[C@H](Cc1ccc(OC)cc1)N(C)C(=O)/C=C(\C)OC (stereo partly specified),5%,0.0%,-9%,·,·,0%,0%,3%,-3%,?
COc1ccc(C(CC(=O)Nc2ccccn2)N2Cc3ccccc3C2=O)cc1 (stereo unspecified),-6%,4.7%,-7%,-1,10%,1%,7%,13%,-22%,?
CN1C[C@H](CO)C[C@@H]2c3cccc4[nH]cc(c34)C[C@H]21,9%,-0.5%,-4%,0,-1%,2%,-8%,-1%,-7%,14%
Cc1ccc(Cl)cc1-n1c(O)c(C=NCCCN2CCOCC2)c(=O)[nH]c1=O,1%,-0.4%,2%,3,3%,2%,-16%,0%,-7%,1%
CCC(=NCCCN(CC)CC)c1c(O)n(C2CCCCC2)c(=O)[nH]c1=O,-1%,0.3%,-5%,1,1%,2%,-2%,-5%,-42%,13%
COc1ccc(OC)c(NC(=O)C2C(C(=O)O)C3(Cl)C(Cl)=C(Cl)C2(Cl)C3(Cl)Cl)c1 (stereo unspecified),-3%,-1.0%,-3%,3,9%,7%,2%,2%,?,2%
CCC(CO)NC(=O)C1C=C2c3cccc4[nH]cc(c34)CC2N(C)C1 (stereo unspecified),-6%,-0.4%,-2%,-1,0%,-4%,5%,0%,·,0%
C=CCN1C(=O)NC(=O)C(Cc2ccc(OC)c(OC)c2)C1=O (stereo unspecified),1%,-0.1%,-9%,1,1%,9%,-3%,-2%,-24%,10%
CC(C)CCC1(CN2CCCC2=O)C(=O)NC(=O)NC1=O,-1%,-0.2%,-6%,-6,8%,-3%,11%,2%,-13%,10%
Clc1ccc2c(c1)C(OC1CN3CCC1CC3)c1ccccc1CS2 (stereo unspecified),-5%[46.1 µM],-1.6%,-1%,1,1%,-6%,-69%,-14%,-62%[inhibitor],?
CC1(C)CN=C(Nc2ccc(F)c(F)c2)S1,-5%,-0.4%,-3%,11,-3%,-6%,36%,3%,-5%,5%
COc1ccccc1N1CCN(Cc2cnc(-c3ccccc3)[nH]2)CC1,5%,-0.4%,-3%,·,-5%,2%,-5%,-1%,-23%,-8%
CCc1ccc(NC(=O)C(C)OC(=O)c2c(C)nn(Cc3ccccc3)c2Cl)cc1 (stereo unspecified),-3%[46.1 µM],0.0%,-1%,5,-1%,7%,-20%,0%,-48%[inhibitor],?
Cc1cccc(C)c1NC(=O)c1cccn(Cc2ccc3c(c2)OC(F)(F)O3)c1=O,-4%,0.4%,-2%,8,4%,·,-44%,-13%,16%,?

# Next section (3 carried over from the part before).
SMILES,TCR act,B2AR arrestin,PTAP TSG101 blk,TRPV1 ag,CXXC DNA block,AT treatment,BRCA1 expr act,p53 reactivation,a7 integrin act,ELG1 DNA repair
COc1ccccc1N1CCN(Cc2cnc(-c3ccccc3)[nH]2)CC1,5%,-0.4%,-3%,·,-5%,2%,-5%,-1%,-23%,-8%
CCc1ccc(NC(=O)C(C)OC(=O)c2c(C)nn(Cc3ccccc3)c2Cl)cc1 (stereo unspecified),-3%[46.1 µM],0.0%,-1%,5,-1%,7%,-20%,0%,-48%[inhibitor],?
Cc1cccc(C)c1NC(=O)c1cccn(Cc2ccc3c(c2)OC(F)(F)O3)c1=O,-4%,0.4%,-2%,8,4%,·,-44%,-13%,16%,?
c1ccc(C2(N3CCCCC3)CCCCC2)cc1,7%,-1.1%,0%,·,·,-1%,7%,-3%,·,3%
CCCCC/C(=N\O)c1c[nH]c2ccccc12,-1%,-0.2%,-5%,3,4%,-7%,11%,-3%,-16%,5%
Cc1[nH]c2c(Cl)cccc2c1CCN,-1%,0.1%,-6%,3,10%,3%,2%,20%,21%,-4%
Cc1ccccc1-c1nc(CS(=O)CC(=O)N2CCC3(CC2)OCCO3)c(C)o1 (stereo unspecified),2%,0.2%,-1%,-3,7%,4%,4%,-5%,-23%,?
O=Cc1c(C(=O)O)n(Cc2ccc(Cl)cc2)c2ccccc12,-1%[46.1 µM],-0.7%,?,8,?,11%,14%,-11%,-9%,2%
O=C(NCCOc1cccnc1)c1ccc(OC2CCN(Cc3ccccn3)CC2)cc1,·,0.2%,·,0,-2%,22%,·,16%,·,?
Cc1nn(Cc2c(Cl)cccc2Cl)c(Cl)c1C(=O)O,0%,0.3%,-1%,2,-1%,-3%,7%,3%,-4%,-2%
CCN1CCN(c2ncnc3ccc(Br)cc23)CC1,4%,4.9%,-7%,7,-8%,-16%,-25%,-13%,13%,?
COc1ccc(NC(=O)N(C)C[C@H]2Oc3c(NC(=O)Nc4ccccc4)cccc3C(=O)N([C@H](C)CO)C[C@@H]2C)cc1,-2%,0.0%,-4%,·,·,-8%,5%,0%,-5%,?
C[C@]12CCCCC1=CC(=O)C1C2CC[C@@]2(C)C1C[C@@H](F)[C@@H]2O (stereo partly specified),-4%,·,-1%,·,·,·,-20%,·,13%,·
COc1ccc(/C=C/C(=O)NC(=S)N2C[C@H]3C[C@H](C2)c2cccc(=O)n2C3)cc1OC,-5%,-1.7%,-1%,-4,17%,-6%,1%,·,-6%,38%
NC1=C(Br)C(=O)c2ccccc2C1=O,1%,-1.0%,-11%,-4,27%,3%,-98%[inhibitor],-11%,-77%[inhibitor],23µM*
Cc1cccc(CN2CCN(C(=O)Cc3ccccc3)CC2)c1,5%,-0.3%,-1%,6,-4%,0%,-46%,·,12%,-9%
CCOC(=O)C1=C(N)OC(C)=C(C(=O)OCCOC)C12C(=O)Nc1ccccc12 (stereo unspecified),-5%,-0.2%,-1%,3,-2%,-1%,0%,2%,-18%,4%
O=C(Nc1ccc(Cl)cc1)N1CC2CC(C1)c1cccc(=O)n1C2 (stereo unspecified),3%,-1.1%,-1%,6,1%,-3%,61%,22%,-2%,?
COc1ccc(-c2nn(CCC#N)cc2C(=O)Nc2ccc(C(C)=O)cc2)cc1,-8%,-1.2%,0%,-6,-5%,-13%,0%,·,43%,?
Cc1ccccc1C(=O)N1Cc2cnnn2-c2ccccc2C1C#N (stereo unspecified),6%,·,0%,·,·,·,14%,·,-1%,·
CC[n+]1c(SC)ccc2cc(OC)ccc21,2%[46.1 µM],0.2%,-2%,-1,4%,-6%,-29%,-4%,?,19%
O=C(Cn1cc(C(=O)c2ccccc2F)c2ccccc21)NC1CC1,-2%,-0.9%,1%,-2,0%,3%,-3%,-2%,0%,8%
O=c1[nH]c2ccccc2c(=O)n1-c1cccc(Cl)c1,-4%,0.4%,-3%,0,0%,7%,46%,0%,14%,20%
CN1c2ccc([N+](=O)[O-])cc2CC2(C(=O)NC(=O)NC2=O)C1c1ccccc1 (stereo unspecified),3%[46.1 µM],-0.1%,-5%,1,-5%,-3%,-57%,-4%,15%,3%
CC(=O)OCC[N+](C)(C)C,4%&0%&-11%,-0.1%&0.3%&-0.2%,0%&1%&-2%,?,7%&22%,10%&-1%&7%,-5%&1%&0%,3%&-4%&1%,·,-1%&7%&0%
